# Bioassay records deposited in PubChem BioAssay by National Center for Advancing Translational Sciences (NCATS).
# HEK293 tox: cytotoxicity in counter-screen for GLP-1R inverse agonists; HEK293 cAMP-luciferase reporter cells, luminescence, 24 h; Potency, µM (doses to about 38.3 µM), without a hit: at the top dose activity change, negative = inhibition, most hits filed as inhibitors; 410,000 tested, 0.13% active; AID 624418;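 also: loss of luciferase light is scored as toxicity; potency is read from the fitted curve at half-maximal effect; % is scaled to controls: 0 for no effect and ±100 for the full control effect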
#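 A 23 nL compound transfer followed 12 hours of cell culture at 37 deg C; exposure then lasted 24 hr. Luciferase assay detection reagent was dispensed and plates read for luminescence after a 12 min room-temperature wait.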
# IL-2 act: IL-2 activation. IL-2 activation reporter assay, cell-based qHTS; stimulated with anti-CD3/CD4/CD28 beads; in transgenic mouse T cells. activation, % (series mostly up to about 46 µM). 360,000 tested, 0.065% active. AID 652025; in the data active = activation above about 50%; inconclusive = mostly about 30% to 49%; also: 0% is about no effect
#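 Quantitative HTS in unstimulated transgenic mouse T cells, with memory T cells as non-tolerant control and PMA/ionomycin as tolerance-bypass control. Compound pretreatment lasted 60 minutes before 18 h bead stimulation; EGFP/DsRed fluorescence read.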
# GLP-1R inv ag: GLP-1 receptor (human) inverse agonism. HEK293 GLP-1R CRE-luciferase, luminescence, 24 h; GLP-1R form is constitutively active. Potency, µM (highest dose often 38.3 µM), for inactives: top-dose activity change, negative = inhibition, most hits filed as inhibitors. 410,000 tested, 1.6% active. AID 624417; also: potency is read from the fitted curve at half-maximal effect; % is scaled to controls: 0 for no effect and ±100 for the full control effect; nearly all actives have a fitted effect of over 55% in size
# Target sequence (P43220 whole entry, looked up): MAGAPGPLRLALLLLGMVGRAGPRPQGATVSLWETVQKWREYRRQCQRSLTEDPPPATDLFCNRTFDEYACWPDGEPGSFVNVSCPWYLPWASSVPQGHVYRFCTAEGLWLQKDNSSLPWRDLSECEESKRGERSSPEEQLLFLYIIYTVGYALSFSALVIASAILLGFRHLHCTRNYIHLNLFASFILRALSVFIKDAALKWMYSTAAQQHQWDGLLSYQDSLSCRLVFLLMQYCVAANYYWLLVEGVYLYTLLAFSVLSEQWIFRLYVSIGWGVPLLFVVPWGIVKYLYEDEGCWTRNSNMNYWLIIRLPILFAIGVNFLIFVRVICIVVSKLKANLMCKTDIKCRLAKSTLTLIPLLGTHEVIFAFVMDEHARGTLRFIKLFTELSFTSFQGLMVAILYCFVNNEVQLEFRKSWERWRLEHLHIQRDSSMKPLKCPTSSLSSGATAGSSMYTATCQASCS
#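 HEK293 cells stably co-expressing a cAMP-responsive luciferase reporter and constitutively active GLP-1R were seeded, incubated 12 h, then exposed to compounds for 24 h at 37 C. Luminescence was read 12 min after detection reagent; inverse agonists lower signal.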
# PI5P4Ka inh: PI5P4K alpha (human) kinase inhibition; PI5P4Kalpha enzyme, ADP-Glo luminescence, 60 min; active compounds read low; max response, %; 330,000 tested, 1.2% active; active = max response of -50% or lower; inconclusive = between -30% and -50%; inactive = -30% or higher; also: value at the top dose of about 77 µM; % is scaled to controls: 0 for no effect and ±100 for the full control effect
#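 Quantitative HTS of the MLSMR library against PI5P4Kalpha with substrate. ATP added last at 5 microM final; room temperature, 60 minutes. Remaining ATP depleted, ADP converted and read as luminescence.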
# GLP1R ag: agonists of human GLP-1 receptor. HEK293 GLP-1R CRE-luciferase, luminescence, 4-6 h; cells express a hypersensitive GLP-1R form. P43220. Potency, µM (series often up to 45.6 µM), for inactives: at the highest dose activation, actives largely listed as activators. AID 624172. 380,000 tested, 0.007% active; also: potency is read from the fitted curve at half-maximal effect; % of control where 0% means no effect
# D3 antag: antagonists of human D3 dopamine receptor; P35462; D3R cells, DiscoveRx beta-arrestin luminescence, antagonist mode; active compounds read low; max response, negative = inhibition, %; 360,000 tested, 2.5% active; in the data active = max response below about -50%; inconclusive = no clear call, values can overlap the other calls; also: % is scaled to controls: 0 for no effect and ±100 for the full control effect; mostly tested at two doses, the higher about 12 µM
# Target sequence (P35462 whole entry, looked up): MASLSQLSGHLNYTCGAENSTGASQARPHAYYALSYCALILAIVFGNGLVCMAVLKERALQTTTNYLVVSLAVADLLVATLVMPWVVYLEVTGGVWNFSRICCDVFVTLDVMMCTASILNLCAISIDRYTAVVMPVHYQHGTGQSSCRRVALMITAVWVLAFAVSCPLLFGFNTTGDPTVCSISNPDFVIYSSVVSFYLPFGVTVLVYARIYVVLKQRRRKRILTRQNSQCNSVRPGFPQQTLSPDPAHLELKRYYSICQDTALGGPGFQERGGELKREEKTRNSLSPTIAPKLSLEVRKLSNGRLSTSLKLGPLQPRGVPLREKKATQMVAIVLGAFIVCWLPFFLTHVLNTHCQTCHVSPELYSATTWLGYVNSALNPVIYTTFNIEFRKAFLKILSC
#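 Cells plated overnight at 1500 cells/well, then exposed to library compounds with dopamine controls for 90 minutes at 37 degrees C. DiscoveRx reagent added for 30–60 minutes at room temperature; luminescence read, quantitative HTS format.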
# PLK1 PBD inh: inhibitors of human PLK1 polo-box domain binding; P53350; Plk1 PBD binding of FITC phosphopeptide, fluorescence polarization; Potency, µM, for the others: max response, negative = inhibition, most hits filed as inhibitors; 360,000 tested, 2.8% active; also: potency is read from the fitted curve at half-maximal effect; series mostly up to about 57 µM; % is scaled to controls: 0 for no effect and ±100 for the full control effect; nearly all actives have a fitted effect of over 65% in size
# WRN helicase inh: blocks human WRN helicase | 360,000 tested, 0.46% active | Potency, µM (highest dose often 114 µM), without a hit: at the highest dose activity change, negative = inhibition, actives largely listed as inhibitors | WRN helicase unwinding, fluorescent forked duplex, kinetic; also: potency is read from the fitted curve at half-maximal effect; % is scaled to controls: 0 for no effect and ±100 for the full control effect; nearly all actives have a fitted effect of over 55% in size
#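 Enzyme (20 nM final) and test compound sit together 15 min at room temperature before substrate addition. Substrate is a single-forked duplex oligonucleotide (100 nM) labelled with fluorophore and quencher, with 2 mM ATP; helicase unwinding raises red fluorescence, read kinetically.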
# DRD3 agonist: activates the human D3 dopamine receptor; 410,000 tested, 0.58% active; AID 652048; max activation, %; D3R DiscoveRx beta-arrestin cells, luminescence, 90 min; in the data active = max activation above about 30%; also: 0% is about no effect; mostly tested at two doses, the higher about 12 µM
#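 Cells at 1500/well, incubated overnight, then treated with pinned compounds (dopamine as control) for 90 min at 37 degrees C. DiscoveRx reagent added for 30 - 60 minutes at room temperature; luminescence read.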
# The depositor's hits bear a star; ? = inconclusive; . = no result given; [ ] = another dose, or the depositor's remark. Unless noted, calls follow the shape of the dose curve; as a rule, active = well fitted curve in the direction sought with a large enough effect; inconclusive = small, poorly fitted or top-dose-only effect, or another doubt; inactive = no such curve, though single readings can be large; an effect the other way counts as inactive or inconclusive.
SMILES,HEK293 tox,IL-2 act,GLP-1R inv ag,PI5P4Ka inh,GLP1R ag,D3 antag,PLK1 PBD inh,WRN helicase inh,DRD3 agonist
c1ccc(CN2CCC(N3CCN(Cc4ccc5c(c4)OCO5)CC3)CC2)cc1,2%,3.1,-13%,16,12%,-11,6%,0%,-10
O=C(CSC(=S)N1CCCC1)N/N=C/c1c(O)[nH]c(=S)[nH]c1=O,-2%,1.1,-6%,-51*,-1%,15,2%,0%,5
O=C(C[C@H]1C(=O)N(c2ccc(F)c(F)c2)C[C@@H]1Cc1ccccc1)Nc1ccccc1,?,-3.2,-1%,0,0%,-20,-9%,1%,2
N#C/C(=C/c1ccc(OC(=O)c2ccc(Br)s2)cc1)c1nc2ccccc2[nH]1,42%[activator],2.5,35%[activator],-23,10%,-16,-26%,-3%,-1
Cc1ccccc1-n1nc2c(c1NC(=O)COc1ccc(Cl)cc1)CS(=O)C2 (stereo not drawn),2%,-1.8,0%,-14,12%,6,-1%,-7%,8
C#CCOCCOCCOCCNc1nc(N2CCN(C(=O)CCCCCCCCCCNC(=O)Cn3cc(C[C@@H](C)O)nn3)CC2)nc(N2CCN(C(=O)CCCCCCCCCCNC(=O)[C@@H]([C@H](C)O)n3cc(C)nn3)CC2)n1,5%,0.2,52%[activator],-17,?,28,1%,3%,-7
C[C@@H]1C(=O)O[C@@H]2CC34[C@H]5C[C@@H](C(C)(C)C)C36[C@H](OC(=O)[C@@H]6O)OC4(C(=O)O5)[C@@]12O (stereo partly drawn),0%,-0.3,5%,-1,-5%,37,-1%,-1%,15
COc1ccc(CC(NC(C)=O)C(=O)NC2CCN(C(=O)C3CCCCC3)CC2)cc1OC (stereo not drawn),-6%,-0.9,9%,2,0%,16,0%,7%,4
CC(=O)c1cccc(CN2CCC(n3nccc3NC(=O)CCc3ccccc3)CC2)c1,19%,0.6,25%,-5,-4%,-18,-10%,6%,-8
Cc1nn(Cc2ccccc2)c(C)c1CNC(=O)c1ccc(F)c(S(=O)(=O)N2CCOCC2)c1,-3%,1.1,-19%,0,2%,-9,-12%,4%,2
O=C(N/N=C/c1ccccn1)c1ccc(N/N=C/c2ccccn2)cc1,5%,0.3,10%,-1,-1%,19,1%,0%,10
CCN(CC(=O)NCCCN1CCOCC1)S(=O)(=O)c1ccc(Cl)cc1,-3%,-2.6,-1%,6,6%,-13,-7%,1%,-9
C=C(C1=CCN(S(=O)C(C)(C)C)[C@H]1CCO)c1ccccc1 (stereo partly drawn),22%,0.2,11µM*,-2,-1%,-6,-5%,-7%,-25
Cc1cc(C)c(OCC(=O)Nc2cc(C(=O)O)cc(C(=O)O)c2)cc1C,6%,-1.7,7%,0,3%,34,1%,-2%,1
CN(C)CCN1CCN(C2CN(Cc3ccccc3)S(=O)(=O)C2)CC1 (stereo not drawn),11%,-0.1,-8%,1,-2%,0,10%,6%,8
NS(=O)(=O)c1ccc(CCNC(=O)c2ccc3nccnc3c2)cc1,0%,-3.2,26%,-68*,-3%,5,-24%,32µM*,0
O=C(OCc1ccccc1)N1CCC2CC1c1ccc(Cl)cc12 (stereo not drawn),32%[activator],-2.3,?,5,18%,?,-21%,2%,-8
C=CCn1c(=O)c(C(=O)Nc2cc(C)ccn2)c(O)c2ccccc21,2%,0.8,24%,2,-4%,-9,-23%,-28%,-1
COc1ccccc1-c1ccc2c(c1)C(C)(Cc1ccccc1C#N)C(=O)N2 (stereo not drawn),-8%,-0.8,-18%,4,8%,-13,-4%,-1%[57.1 µM],1
Cc1csc(NC(=O)CSc2nnc(NC(=O)COc3ccccc3)s2)n1,3%,-1.4,13%,-16,0%,-7,3%,-10%,5
COc1ccc(CCNc2ncnc3c2nnn3Cc2ccccc2)cc1OC,-4%,-0.6,26%,-4,20%,1,-12%,0%,10
COc1ccc(-c2cc(CCCC(=O)NCCc3ccccc3)no2)cc1,0%,-0.4,-25%,-4,16%,-10,-15%,8%,7
O=C(CC1Oc2ccc(Cl)cc2NC1=O)NC1CCCCCC1 (stereo not drawn),1%,0.4,16%,2,-2%,9,-8%,3%,6
Cc1ccc(OCCCN2C(=O)C(=O)c3cccc(C)c32)cc1,-6%,2.7,0%,-3,1%,-14,?,1%,-6
Cc1csc(NC(=O)[C@@H](NC(=O)c2ccccc2)C(C)C)n1,1%,0.9,1%,-3,0%,3,0%,-7%,1
CCN(C(=O)c1cccc(F)c1)c1ccccc1C,-4%,-1.0,?,-2,7%,?,-5%,-2%,-1
CCCNC(=O)C1(C)CCCN(C(=O)C2(c3ccc(Cl)cc3)CCCC2)C1 (stereo not drawn),8%,-0.5,?,-1,-3%,?,-18%,-9%,-14
CCc1ccc(N(C2C=CS(=O)(=O)C2)S(=O)(=O)c2ccccc2)cc1 (stereo not drawn),-16%,-0.5,4%,-8,0%,3,-11%,-17%,-2
COc1ccc(CC(=O)N/N=C/c2ccc(-c3cccc(C(=O)O)c3)o2)cc1OC,-2%,0.3,10%,-19,7%,-4,-14%,-10%,1
COc1ccc(COc2cccc3ccc(C)nc23)cc1F,0%,-2.1,?,11,18%,-11,-8%,-4%,-4
O=C(NCc1ccccn1)Nc1cccc(F)c1,1%,0.3,3%,0,-2%,6,-2%,0%,2
O=C(Nc1cccnc1Cl)c1cc([N+](=O)[O-])ccc1Cl,-23%,-3.7,?,3,7%,2,5%,-4%,-4
CS(=O)(=O)C1=C(O)C(=O)N(CCCC(=O)O)C1c1ccccc1F (stereo not drawn),3%,1.1,7%,0,-3%,2,-11%,1%,-14
CC(C)(C)c1ccc(-n2ncc3c2CCCC3NC(=O)CCN2CCCO2)cc1 (stereo not drawn),-17%,-3.7,?,5,0%,29,3%,-2%,7
Cc1noc(C)c1NC(=O)Nc1ccc2c(c1)C(=O)N([C@H](C)CO)C[C@H](C)[C@@H](CN(C)S(=O)(=O)c1ccc(Cl)cc1)OCCCC[C@@H](C)O2,-2%,2.7,19%,2,2%,-24,-10%,11%,-8
CN(C(N)=S)c1ccccc1,19%,-0.1,-1%,10,-1%,?,-13%,-6%,6
CC1CCC(NC(=O)c2ccc(COc3ccccc3)o2)CC1 (stereo not drawn),-2%,0.1,?,7,18%,3,0%,1%,-7
COc1ccc2nc(N(CCN(C)C)C(=O)c3ccc4ncsc4c3)sc2c1,-8%,-2.0,-23%,-19,-3%,-17,0%,5%,-11
O=C(CSc1nc2ccccc2c(=O)n1CC1CCCO1)N1CCN(c2ccccc2)CC1 (stereo not drawn),-30%,-3.5,0%,.,10%,16,-8%,-17%,11
CCOC(=O)C1(Cc2cccc(OC)c2)CCN(Cc2ccccc2)CC1,11%,0.7,?,1,4%,-9,-4%,-7%,-18
O=C(CNC(=O)c1ccco1)Nc1ccc(F)cc1,-1%,-0.1,2%,-10,-4%,11,27µM*,7%,1
COc1ccccc1OCCNC(=O)CSC(=S)N1CCCC1,-1%,1.0,1%,9,1%,-4,1%,-7%,0
CC(=O)C1=C(C)NC(SCC(=O)c2ccccc2)=C(C#N)C1CC(C)C (stereo not drawn),67%[activator],-0.5,?,?,-4%,0,-26%,-12%,1
CCOC(=O)c1c(C)[nH]c(C)c1C(=O)COC(=O)CCc1ccccc1,-5%,0.0,0%,9,1%,-2,-7%,-3%,1
Cc1ccc(S(=O)(=O)Cn2nnnc2C(c2ccccc2)N2CCN(c3ncccn3)CC2)cc1 (stereo not drawn),-6%,-1.1,?,1,-3%,-8,-14%,-7%,-6

# 2 records picked at random from the list so far, as already listed:
SMILES,HEK293 tox,IL-2 act,GLP-1R inv ag,PI5P4Ka inh,GLP1R ag,D3 antag,PLK1 PBD inh,WRN helicase inh,DRD3 agonist
O=C(CNC(=O)c1ccco1)Nc1ccc(F)cc1,-1%,-0.1,2%,-10,-4%,11,27µM*,7%,1
CS(=O)(=O)C1=C(O)C(=O)N(CCCC(=O)O)C1c1ccccc1F (stereo not drawn),3%,1.1,7%,0,-3%,2,-11%,1%,-14

# An excerpt of these results, tab-delimited:
Structure	HEK293 tox	IL-2 act	GLP-1R inv ag	PI5P4Ka inh	GLP1R ag	D3 antag	PLK1 PBD inh	WRN helicase inh	DRD3 agonist
COc1ccccc1OCCNC(=O)CSC(=S)N1CCCC1	-1%	1.0	1%	9	1%	-4	1%	-7%	0
CC(=O)C1=C(C)NC(SCC(=O)c2ccccc2)=C(C#N)C1CC(C)C (stereo not drawn)	67%[activator]	-0.5	?	?	-4%	0	-26%	-12%	1

# (further entries)
SMILES,HEK293 tox,IL-2 act,GLP-1R inv ag,PI5P4Ka inh,GLP1R ag,D3 antag,PLK1 PBD inh,WRN helicase inh,DRD3 agonist
CSCC(=O)N1CCCC(CO)(CCCc2ccccc2)C1 (stereo not drawn),-6%,-1.5,-27%,2,-1%,-7,-8%,8%,-3
O=C(CN(Cc1ccc(F)cc1)C(=O)CNS(=O)(=O)c1ccc(F)cc1)NCc1ccco1,-13%,-3.2,?,-1,3%,25,3%,1%,12
CSc1ncccc1C(=O)Nc1cccc(S(=O)(=O)N2CCCC2)c1,-3%,-0.1,-5%,2,5%,3,-4%,-3%,4
COc1ccc(NC2CCCN(C(=O)c3ccc(C(C)=O)s3)C2)cc1 (stereo not drawn),0%,-4.0,3%,-7,-1%,-5,-8%,7%,-1
O=S(=O)(NCc1csc(-c2cccs2)n1)c1ccccc1,5%,-1.2,3%,3,8%,-16,-6%,-2%,-5
Cn1cnnc1SC(C(=O)Nc1cc(Cl)cc(Cl)c1)c1ccccc1 (stereo not drawn),-12%,-0.1,?,13,-11%,9,-6%,-2%,-5
CCN(CC(=O)NCc1ccc(F)cc1)CC(=O)Nc1ccc(S(=O)(=O)N2CCCC2)cc1,11%[0.307 µM],0.0,-5%[0.307 µM],1,7%,5,-4%,6%,-1
COC(=O)CC(NS(=O)(=O)c1cccs1)c1ccc2c(c1)OCO2 (stereo not drawn),0%,-0.1,10%,2,-5%,-11,-5%,1%,2
Cc1ccc(SCC(=O)c2cc(C)c(O)c(C)c2)cc1,-1%,-0.2,?,20,17%,-2,-7%,-10%,-12
COc1ccc(-c2nc3cnccn3c2NC(C)(C)CC(C)(C)C)cc1O,11%[7.66 µM],-0.6,-24%[7.66 µM],-10,-1%,8,2%,-1%,4
